PPARg SRC-3 ag – promotes SRC-3 coactivator recruitment by human PPARgamma. biochemical PPARgamma/SRC-3 coactivator recruitment assay. activation, % at 8 µM. actives 0.26% (n = 200,000). AID 731; in the data active means activation above about 23%;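 further: 0% = DMSO and 100% = reference agonist; some compounds past the cut are filed as inactive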
S1P3 antag – blocks the human S1P3 receptor | AID 485 | actives 0.27% (n = 170,000) | CHO S1P3 NFAT-BLA reporter, FRET fluorescence, antagonist mode | inhibition, % at 4.98 µM;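 active means inhibition above the plate cutoff, the mean inhibition of test wells on that plate plus 3 SD, cut at about 28% in these data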;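 further: cells challenged with S1P at its EC80 of 0.8 µM; blue over green emission ratio from cleaved BLA substrate after 4 h stimulation; 0% = S1P-stimulated wells and 100% = unstimulated DMSO-only wells; some compounds past the cut are filed as inactive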
Target sequence (Q99500 whole entry, looked up): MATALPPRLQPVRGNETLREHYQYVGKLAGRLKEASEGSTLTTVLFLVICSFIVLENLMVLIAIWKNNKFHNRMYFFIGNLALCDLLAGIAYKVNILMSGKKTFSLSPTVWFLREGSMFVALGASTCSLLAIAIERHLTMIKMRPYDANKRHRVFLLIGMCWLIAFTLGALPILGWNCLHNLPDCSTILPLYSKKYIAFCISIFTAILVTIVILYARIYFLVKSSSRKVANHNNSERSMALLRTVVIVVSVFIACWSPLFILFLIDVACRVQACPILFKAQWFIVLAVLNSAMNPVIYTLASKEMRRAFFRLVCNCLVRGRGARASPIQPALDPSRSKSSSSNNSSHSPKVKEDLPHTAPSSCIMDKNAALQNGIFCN
bIAP activator – increases bovine intestinal alkaline phosphatase activity; activation factor at 20 µM; purified bovine IAP, CDP-star luminescence, 30 min; hits give high values; fold of DMSO-control signal, blank-subtracted; actives 0.17% (n = 200,000);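 active means activation factor of 2 or more at 20 µM, a signal rise over negative controls twice the positive control's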
PPARg SRC-2 ag – PPARgamma-driven SRC-2 recruitment agonism; AID 1032; actives 0.34% (n = 200,000); activation, % at 8 µM; PPARgamma LBD-SRC-2 recruitment, biochemical; P37231; in the data active means activation above about 22%;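 further: 0% = vehicle and 100% = reference agonist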
ROMK mod – modulates human ROMK potassium channel activity; P48048; Tet-inducible ROMK, thallium flux fluorescence; actives lie on both sides; B-score at 10 µM; actives 2% (n = 130,000); AID 1918;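 active means signal ratio slope over the read window, or its plate-corrected B-score, at least 3 SD from the plate mean, either direction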;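 further: B-score of the F/F0 ratio slope over 7 to 12 s after thallium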
Target sequence (P48048 whole entry, looked up): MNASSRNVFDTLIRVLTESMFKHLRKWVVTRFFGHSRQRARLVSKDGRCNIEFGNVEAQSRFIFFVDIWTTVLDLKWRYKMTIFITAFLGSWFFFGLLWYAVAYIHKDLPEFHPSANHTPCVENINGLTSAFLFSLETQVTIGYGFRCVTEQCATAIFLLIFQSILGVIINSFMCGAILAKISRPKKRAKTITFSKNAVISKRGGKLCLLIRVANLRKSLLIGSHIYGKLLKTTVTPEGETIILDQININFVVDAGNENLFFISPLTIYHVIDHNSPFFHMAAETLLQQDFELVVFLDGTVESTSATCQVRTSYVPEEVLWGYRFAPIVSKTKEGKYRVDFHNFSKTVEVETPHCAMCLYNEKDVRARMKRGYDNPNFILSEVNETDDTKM
DTT redox prof – compounds producing H2O2 with reducing agent – biochemical, NIH compound library profiling, artefact control for MLSCN library redox annotation, primary screen. activation, % at 10 µM. actives 0.03% (n = 200,000). DTT-dependent redox cycling H2O2, phenol red/HRP absorbance; 100% = 100 µM peroxide control, 0% = buffer. AID 878;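 active means activation of at least 50% relative to the plate's high and low controls in the primary single-dose screen; inactive means activation below 50%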;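 further: compound incubated with DTT at 0.8 mM final as the reducing agent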
TR-FRET SRC-2 ct – flags TR-FRET format artefacts in PPARgamma SRC-2 recruitment agonist screen. TR-FRET artefact counter-screen; hits give high values. TR-FRET ratio at 8 µM. actives 0.4% (n = 200,000). AID 1049; in the data active means TR-FRET ratio above about 2000; further: inactives centre near 1500; reference of the scale not given here
Lmaj promast – Leishmania major promastigote growth inhibition | Leishmania major promastigotes, resazurin fluorescence viability | inhibition, % at 10 µM | actives 9% (n = 200,000); in the data active means inhibition above about 50%;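 further: promastigotes grown with compound for 44 hours at 28 °C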
TLR4-MyD88 BLA – blocks binding of human TLR4 to MyD88. actives 0.18% (n = 200,000). O00206+Q99836. inhibition, % at 8.4 µM. HeLa CL3-4 TLR4/MyD88 BLA complementation, FRET ratio. AID 861; in the data active means inhibition above about 25%;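 further: 0% = vehicle and 100% = reference inhibitor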
bIAP inhibitor – intestinal alkaline phosphatase (bovine) inhibition; purified bovine IAP, CDP-star luminescence, 30 min; inhibition, % at 20 µM; 190,000 tested, under 10 active;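 active means over 50% inhibition of intestinal alkaline phosphatase at 20 µM in the single-dose screen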
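System: Purified bovine intestinal alkaline phosphatase (IAP) enzyme | Input: IAP diluted 1/65,000,000 in the well | Also added: CDP-star chemiluminescent phosphatase substrate, 30 µM final | Dosing: 20 µM single dose | Times: Enzyme reaction for 30 min at room temperature | Detection: Luminescence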
PPARg SRC1 recr – promotes SRC-1 coactivator recruitment by human PPARgamma; P37231; PPARgamma-SRC-1 coactivator recruitment biochemical assay; activation, % at 8 µM; actives 0.41% (n = 200,000); AID 631; in the data active means activation above about 19%;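 further: 0% = DMSO and 100% = reference agonist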
* = called active by the depositor; · = no result given.

mol	PPARg SRC-3 ag	S1P3 antag	bIAP activator	PPARg SRC-2 ag	ROMK mod	DTT redox prof	TR-FRET SRC-2 ct	Lmaj promast	TLR4-MyD88 BLA	bIAP inhibitor	PPARg SRC1 recr
CC(=Nc1ccccc1C)C1=C(O)CSC1=O	12	·	0.8	7	0.73	0.0	1609	-4	-5	16	4
CCOc1cc(C(=O)O)cc(Cl)c1OC	12	·	0.9	16	0.76	0.7	1576	-10	4	8	-2
CC(C)C(C)NC(=O)CN1C(=O)NC2(CCc3ccccc3C2)C1=O (stereo not drawn)	2	-8	1	0	0.96	-1.1	1378	0	-12	-2	0
CCn1c(=O)cc(OCC(=O)N2CCN(c3ccc(F)cc3)CC2)c2ccccc21	3	-14	1	10	·	-0.6	1484	14	10	3	5
CN1CCN(Cc2cn[nH]c2-c2ccc(F)cc2F)[C@@H](c2ccccc2)C1	2	3	1.3	3	·	-0.8	1498	10	-8	-29	6
CC(C)CCNC(=O)c1cccc(C(=O)NCCC(C)C)c1	9	·	1	12	·	1.0	1444	-2	-11	-2	3
COc1cc(-c2nnc(CSc3nnc(Nc4ccc(C(C)C)cc4)s3)o2)cc(OC)c1OC	3	-12	0.5	-3	·	0.7	1554	71*	12	46	5
Cc1ccc(C(=O)N2CCCC(C(=O)c3ccc(Oc4ccccc4)cc3)C2)cn1 (stereo not drawn)	4	1	1.1	5	-1.1	-0.8	1675	3	-26	-8	6
COC(=O)c1ccc(OC(=O)C2CC(=O)N(c3ccc(C)cc3C)C2)cc1 (stereo not drawn)	1	-18	0.9	14	·	2.9	1579	-3	-13	10	3
CC(=O)N1CCn2c3c(c(=O)c4cc(C)ccc42)CCC31 (stereo not drawn)	-7	-39	0.9	9	-0.28	0.7	1482	-2	-8	7	-4
O=C(OCCN1CCCCC1)c1ccc(O)cc1	-4	4	1	3	0.47	0.5	1558	-1	-2	2	-2
COc1ccc2c(Cl)c(C(=O)NN)sc2c1	3	·	0.9	0	·	-3.7	1487	-4	2	12	-1

Remaining list, next part:
mol	PPARg SRC-3 ag	S1P3 antag	bIAP activator	PPARg SRC-2 ag	ROMK mod	DTT redox prof	TR-FRET SRC-2 ct	Lmaj promast	TLR4-MyD88 BLA	bIAP inhibitor	PPARg SRC1 recr
Cc1ccc(S(=O)(=O)Nc2ccc(N3CCCCC3)cc2)cc1	0	-11	1.1	0	0.41	-1.2	1522	16	-2	-11	-7
O=C(Oc1ccc(C(=S)N2CCC(O)CC2)cc1)c1ccc(Cl)cc1	-1	4	1	3	-0.21	1.0	1708	3	-2	0	2
COc1ccc(/C=N/N(C(C)=O)c2nc(-c3ccc(C)cc3)cs2)cc1	-3	·	1.1	2	·	-5.0	1447	0	4	-6	-12
CC(=O)Nc1nc2n(n1)C(c1ccccc1)C=C(c1ccccc1)N2 (stereo not drawn)	-1	42	1.1	4	·	-0.3	1582	-3	18	-6	-1
CCC(C)(C)NC(=O)/C=C/c1cc(OC)c(OC)c(S(=O)(=O)N2CCc3ccccc32)c1	3	-14	0.9	1	-0.65	0.7	1577	-8	-2	7	0
CCOc1cc(-c2noc(CCC(=O)Nc3cccnc3)n2)ccc1OC	-3	-29	0.9	4	·	-0.4	1470	-6	-4	6	2
COc1ccc(N2C(=O)CC(Sc3n[nH]c(-c4ccc(C)cc4)n3)C2=O)cc1 (stereo not drawn)	-1	-3	1	3	-0.067	-0.9	1581	-3	-8	-4	-2
CCn1cc(-c2cc(C(F)(F)F)n3nc(C(=O)O)cc3n2)c(C)n1	-3	-26	1	1	·	1.7	1659	-3	14	1	6
Cc1cc(NC(=O)CSc2nnc(N)s2)c([N+](=O)[O-])cc1C	3	-9	1	-2	0.15	-0.2	1531	-5	7	-2	-6
Cc1nn(-c2ccccn2)c2c1C(c1ccccc1Cl)C1=C(N2)c2ccccc2C1=O (stereo not drawn)	4	-2	0.9	4	·	0.4	1510	37	3	6	-2
CCn1c(=O)c([N+](=O)[O-])c(Cl)c2ccccc21	7	-1	0.9	7	-4.9*	-0.9	1680	-3	9	8	2
COC(=O)c1ccccc1NC(=O)CSc1nnnn1C1CCCCC1	4	0	0.9	-3	·	-1.0	1319	15	9	10	-3

(continued)
mol	PPARg SRC-3 ag	S1P3 antag	bIAP activator	PPARg SRC-2 ag	ROMK mod	DTT redox prof	TR-FRET SRC-2 ct	Lmaj promast	TLR4-MyD88 BLA	bIAP inhibitor	PPARg SRC1 recr
CCN(c1ccccc1)S(=O)(=O)c1ccc(Cl)c(NC(=O)COC(=O)c2ccc[n+]([O-])c2)c1	4	7	1	-4	0.61	-1.9	1537	0	-16	-3	7
O=C(COc1ccc2c(c1)OCO2)Nc1ccccc1C(F)(F)F	4	-13	0.9	8	1.4	-0.8	1638	0	-4	7	0
CCN(CC)C(=O)CN(c1cccc(OC)c1)S(=O)(=O)c1ccc(C)cc1	3	·	1	2	0.52	0.1	1410	-2	14	-1	3
CC(NC(=O)CN1CCC(C(N)=O)CC1)c1ccccc1 (stereo not drawn)	-15	2	1	6	·	1.8	1489	-10	5	0	-1
CCOC(=O)c1cccnc1SC(CC)C(=O)N1CCOCC1 (stereo not drawn)	10	0	0.9	-7	0.25	0.1	1662	1	-6	6	4
Cc1cc(C(=O)C(=O)N(C)C)c(C)n1-c1ccc(Cl)c(Cl)c1	2	22	1	9	-0.31	-2.8	1926	19	-20	-1	0
CCCCCC(=O)c1c(C)[nH]c(C(=O)OCC)c1C	-8	-4	0.9	-3	0.88	0.8	1570	-7	3	6	2
CN1CCN(C(CNS(=O)(=O)c2ccc(Cl)cc2)c2cccnc2)CC1 (stereo not drawn)	-10	·	1.1	6	·	2.2	1623	-1	-3	-6	9
O=[N+]([O-])c1cccc(-c2nnc(-c3ccc4c(c3)OCO4)o2)c1	4	-1	0.9	5	-0.44	-0.5	1512	0	-16	7	17
Cc1ccc(C(C(=O)NC2CCCCC2)N(Cc2ccco2)C(=O)Cn2cnc3ccccc32)cc1 (stereo not drawn)	-20	·	1	-11	-3.3*	0.7	1523	60*	8	4	-3
CN1CCN(c2nc(-c3ccccn3)nc3ccccc23)CC1	6	·	0.6	-4	·	-0.1	1438	100*	-5	42	-2
O=C(CSc1nnnn1-c1ccccc1)Nc1ncc(Cc2cc(Cl)ccc2Cl)s1	3	·	0.9	4	·	0.3	1535	11	5	11	1

(list continues)
mol	PPARg SRC-3 ag	S1P3 antag	bIAP activator	PPARg SRC-2 ag	ROMK mod	DTT redox prof	TR-FRET SRC-2 ct	Lmaj promast	TLR4-MyD88 BLA	bIAP inhibitor	PPARg SRC1 recr
COc1cccc(C(=O)Nc2cccc(OCC(=O)O)c2)c1	0	·	1	9	0.3	0.0	1293	-2	11	5	2
O=C(NC1CCCCCC1)C1Cc2ccccc2CN1C(=O)c1ccco1 (stereo not drawn)	5	-3	1	0	0.35	-1.7	1540	5	-3	2	3
CCC(=O)N1N=C2CC(C)(C)OCC2C1c1ccccc1 (stereo not drawn)	0	-3	0.9	-6	·	-0.4	1471	39	4	10	-6
O=C(c1cccc(N2C(=O)C3CC=CCC3C2=O)c1)N1CCCc2ccccc21 (stereo not drawn)	3	8	1.1	4	0.11	0.0	1646	-7	-3	-5	-3
CC(=O)N1CCN(C(=S)NCc2ccccc2)CC1	-1	-16	0.9	14	0.12	-0.5	1848	-3	3	7	9

Source: PubChem BioAssay (several laboratories)
